# Source: PubChem (National Center for Advancing Translational Sciences (NCATS))
# KCNH2 3.1 inh: qHTS for Inhibitors of KCHN2 3.1: Mutant qHTS; Potassium voltage-gated channel subfamily H member 2, brain isoform KCNH2 3.1 (human); U2OS KCNH2 3.1, thallium flux FluxOr; stronger effect = lower value; activity change, % (tested at about 1.8 µM); 340,000 compounds, 0.95% hits;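 active = maximum activity change below -70%; inconclusive = maximum activity change from -70% to -50%; inactive = maximum activity change above -50%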;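 note: thallium influx rate constant from kinetic fluorescence after stimulation buffer; % is set by controls: 0 for no effect and ±100 for the full control effect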
#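 Channel expression came from 3.1 mutant virus (1.77 x 10^8 /mL) applied to suspended U2OS cells for 4 h. Flux was tracked with FluxOr dye plus Red40 quencher, and kinetic rate constants normalized to controls.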
# Rab9 promoter act: qHTS Assay for Rab9 Promoter Activators. Potency, µM (series often up to 9.22 µM), for the others: top-dose activation, negative = inhibition, usual class: activators. Huh7 Rab9 promoter-luciferase reporter, luminescence, 24 h. 320,000 compounds, 2.8% hits; note: potency is the fitted concentration of half-maximal effect; % of control where 0% means no effect; nearly all actives have a fitted effect of over 60% in size
#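 Steps: seed 1500 Huh7 Rab9-luc cells per well, rest 2 h at 37 °C; add compound in DMSO; incubate 24 h; add luciferase reagent, 10 min ambient; read luminescence.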
# NPC1 promoter act: qHTS Assay for NPC1 Promoter Activators | AID 485313, 2010 | Huh7 NPC1 promoter luciferase reporter, 24 h | 320,000 compounds, 2.4% hits | Potency, µM (highest dose often 9.22 µM), inactives show at the highest dose activation, most hits filed as activators;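 note: potency is the fitted concentration of half-maximal effect; % of control where 0% means no effect; nearly all actives have a fitted effect of over 60% in size; reporter is driven by a mutant NPC1 promoter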
#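 Cells: Huh7 expressing luciferase under the NPC1 promoter, 1500/well. Seeded 2 h, compound added, incubated 24 h at 37 °C. Luciferase reagent, 10 min ambient, then luminescence.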
# MBNL1 CUG block: qHTS Assay for Inhibitors of MBNL1-poly(CUG) RNA binding; Muscleblind-like protein 1 (Homo sapiens), Q9NR56; TR-FRET MBNL1-His/biotin-(CUG)12 binding, 665/545 ratio; Potency, µM (top dose mostly 57.5 µM), for inactives: top-dose activity change, negative = inhibition, hits mostly inhibitors; 280,000 compounds, 0.036% hits; AID 2675, 2010; active = well fitted inhibition curve with a large enough effect in the signal ratio, with a control signal flat, not every such curve was filed as active; inconclusive = small, poorly fitted or top-dose-only effect, or effect the other way, or a change in a side signal; inactive = no such curve, though single readings can be large or run the other way; the % refers to the signal ratio; note: potency is the fitted concentration of half-maximal effect; % is set by controls: 0 for no effect and ±100 for the full control effect
#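 TR-FRET readout: Ex 340 nm, 665/545 nm emission ratio, normalized to buffer-only (basal) and MBNL1-(CUG)12 controls. Complex of MBNL1-His with Biotin-(CUG)12, compounds 92 nM–58 uM, incubated 60 min at room temperature.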
# Mito fusion yeast: qHTS Assay for Small Molecule Inhibitors of Mitochondrial Division or Activators of Mitochondrial Fusion; S. cerevisiae fusion-defective mutant growth rescue, CellTiterGlo 48 h; Potency, µM (top dose mostly 46.1 µM), inactives show at the highest dose growth rescue (activation), actives largely listed as activators; 320,000 compounds, 0.23% hits; AID 485298, 2010;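 note: potency is the fitted concentration of half-maximal effect; % of control where 0% means no effect; nearly all actives have a fitted effect of over 45% in size; temperature-sensitive fusion mutants such as fzo1-1 at 37 °C on non-fermentable ethanol glycerol medium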
#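 Read-out: ATP-based luminescence (CellTiterGlo, 10 min ambient) reporting growth of fusion-defective ts yeast after 48 hours at 37C on glycerol/ethanol YPEG medium in the presence of compound.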
# Menin MLL FP TR: qHTS Assay for Inhibitors Targeting the Menin-MLL Interaction in MLL Related Leukemias: Competition With Texas Red Labeled MLL-derived Mutant Peptide. O00255. Menin + Texas Red MLL mutant peptide, fluorescence polarization. AID 1768, 2009. Potency, µM (top dose mostly 61.6 µM), without a hit: at the top dose FP activity change, negative = inhibition, most hits filed as inhibitors. 270,000 compounds, 0.23% hits; active = well fitted inhibition curve with a large enough effect in the polarisation, with a control signal flat, not every such curve was filed as active; inconclusive = small, poorly fitted or top-dose-only effect, or effect the other way, or a change in a side signal; inactive = no such curve, though single readings can be large or run the other way; the % refers to the polarisation; note: potency is the fitted concentration of half-maximal effect; % of control where 0% means no effect; many of its hits are not listed in these tables
# Gal4-VP16 FLuc: VP16 counterscreen qHTS for inhibitors of ROR gamma transcriptional activity | Potency, µM (highest dose often 53.6 µM), for inactives: at the top dose activity, negative = inhibition, most hits filed as inhibitors | Drosophila S2 Gal4-VP16 UAS-luciferase, luminescence, 20 h | AID 2546, 2010 | 310,000 compounds, 3.5% hits;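 note: Gal4-VP16 expression switched on by copper sulfate through the metallothionein promoter; potency is the fitted concentration of half-maximal effect; % is set by controls: 0 for no effect and ±100 for the full control effect; nearly all actives have a fitted effect of over 50% in size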
# FLuc counter: qHTS profiling assay for firefly luciferase inhibitor/activator using purifed enzyme and Km concentrations of substrates (counterscreen for miR-21 project); Luciferin 4-monooxygenase (Photinus pyralis), P08659; purified FLuc, Km substrates, luminescence inhibition; Potency, µM (top dose mostly 57.5 µM), for inactives: at the top dose activity change, negative = inhibition, usual class: inhibitors; 360,000 compounds, 6.9% hits;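 note: potency is the fitted concentration of half-maximal effect; plate controls were vehicle for no effect and reference inhibitor for full effect; nearly all actives have a fitted effect of over 55% in size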
# Target sequence (P08659 whole entry, looked up): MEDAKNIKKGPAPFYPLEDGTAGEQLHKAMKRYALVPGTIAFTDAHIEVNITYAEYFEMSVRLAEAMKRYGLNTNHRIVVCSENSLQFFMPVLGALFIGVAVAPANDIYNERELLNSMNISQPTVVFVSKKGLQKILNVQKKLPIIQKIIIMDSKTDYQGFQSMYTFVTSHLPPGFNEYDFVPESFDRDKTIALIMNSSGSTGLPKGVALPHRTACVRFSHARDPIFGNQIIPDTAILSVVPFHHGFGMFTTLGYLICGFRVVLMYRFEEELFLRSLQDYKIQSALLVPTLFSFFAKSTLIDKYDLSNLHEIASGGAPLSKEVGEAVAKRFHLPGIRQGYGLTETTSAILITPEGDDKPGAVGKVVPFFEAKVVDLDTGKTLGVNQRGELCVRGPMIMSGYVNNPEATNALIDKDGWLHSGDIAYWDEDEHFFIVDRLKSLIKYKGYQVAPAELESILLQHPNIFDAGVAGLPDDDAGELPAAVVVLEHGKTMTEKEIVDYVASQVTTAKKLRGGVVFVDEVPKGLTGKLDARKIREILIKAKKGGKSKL
#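 Biochemical qHTS of compounds, final roughly 60 µM downward over six points, against 10 nM purified firefly luciferase using Km concentrations of substrates (10 uM D-luciferin, 10 uM ATP) in Tris acetate pH 7.5 buffer; luminescence output.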
# RORg inh: qHTS for inhibitors of ROR gamma transcriptional activity; Nuclear receptor ROR-gamma (Mus musculus), P51450; Drosophila S2 Gal4-RORgamma UAS-luciferase reporter, 20 h; Potency, µM (doses to about 53.6 µM), for inactives: at the highest dose activity change, negative = inhibition, hits mostly inhibitors; 310,000 compounds, 5.4% hits; note: potency is the fitted concentration of half-maximal effect; % is set by controls: 0 for no effect and ±100 for the full control effect; nearly all actives have a fitted effect of over 60% in size
# Target sequence (P51450 whole entry, looked up, the tested form may be a part): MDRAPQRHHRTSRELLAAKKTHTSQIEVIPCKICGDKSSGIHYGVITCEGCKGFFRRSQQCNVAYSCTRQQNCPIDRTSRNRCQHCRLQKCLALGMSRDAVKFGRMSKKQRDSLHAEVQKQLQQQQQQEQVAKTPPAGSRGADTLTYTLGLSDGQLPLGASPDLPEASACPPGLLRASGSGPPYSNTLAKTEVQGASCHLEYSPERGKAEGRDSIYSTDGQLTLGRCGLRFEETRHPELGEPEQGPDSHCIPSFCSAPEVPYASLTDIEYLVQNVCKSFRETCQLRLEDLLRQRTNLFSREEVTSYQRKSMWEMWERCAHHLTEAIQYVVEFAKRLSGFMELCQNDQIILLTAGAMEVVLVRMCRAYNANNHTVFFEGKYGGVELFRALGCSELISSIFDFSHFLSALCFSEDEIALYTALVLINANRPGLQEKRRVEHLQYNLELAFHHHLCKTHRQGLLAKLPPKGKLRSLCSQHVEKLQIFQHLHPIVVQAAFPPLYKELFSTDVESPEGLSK
#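 In this cell-based reporter format, copper sulfate (700 uM final) drives Gal4–ROR gamma fusion expression from a metallothionein promoter in Drosophila Schneider cells; compounds preincubated 1 hr, reporter read after 20 hr at ambient temperature.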
# ELG1 repair inh: qHTS screen for small molecules that inhibit ELG1-dependent DNA repair in human embryonic kidney (HEK293T) cells expressing luciferase-tagged ELG1; Potency, µM (titrated, usually from 46.1 µM), without a hit: at the top dose activity change, negative = inhibition, usual class: inhibitors; 330,000 compounds, 2.3% hits; HEK293T ELG1-luciferase reporter, luminescence, 16 h; DNA damage induced by 5-fluorouridine; note: potency is the fitted concentration of half-maximal effect; % is set by controls: 0 for no effect and ±100 for the full control effect; nearly all actives have a fitted effect of over 55% in size
#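 DMSO vehicle served as the neutral condition. Each well held 2,000 cells given 5-fluorouridine plus compound; after 16 hr at 37 °C/5% CO2, ONE-Glo was added and luciferase measured 30 min later.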
# PKM2 activator: qHTS Assay for Activators of Human Muscle isoform 2 Pyruvate Kinase. Pyruvate kinase PKM (Homo sapiens), P14618. purified PKM2, Kinase-Glo ATP luminescence, activation; response scale: 0% is enzyme alone, no compound. Potency, µM (titrated, usually from 57.5 µM), without a hit: top-dose activation, hits mostly activators. 260,000 compounds, 0.34% hits. AID 1631, 2009; note: potency is the fitted concentration of half-maximal effect; % is set by controls: 0 for no effect and ±100 for the full control effect; nearly all actives have a fitted effect of over 55% in size
#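 hPK-M2, >95% pure; 0.1 mM ADP / 0.5 mM PEP final; imidazole pH7.2 buffer w/ 7 mM MgCl2, 50 mM KCl; 1 h RT; Kinase-Glo lum. Intermediate enzyme activity for dual inhibitor/activator qHTS.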
# Active calls of the source: *; u = inconclusive; x = not tested or not shown; & = joins results of further samples; [ ] = dose if it differs, or a comment. Unless noted, calls come from the whole dose curve; as a rule, active = well fitted curve in the direction sought with a large enough effect; inconclusive = small, poorly fitted or top-dose-only effect, or another doubt; inactive = no such curve, though single readings can be large; an effect the other way counts as inactive or inconclusive. Not all compounds are listed, so the mix of outcomes need not match the whole.
SMILES,KCNH2 3.1 inh,Rab9 promoter act,NPC1 promoter act,MBNL1 CUG block,Mito fusion yeast,Menin MLL FP TR,Gal4-VP16 FLuc,FLuc counter,RORg inh,ELG1 repair inh,PKM2 activator
CC(C)OC(=O)c1cc2ccccc2[nH]1,-10,-1%,1%,5%,-11%,-11%,-3%,u,-15%,18%,-6%
N#CC1=C2SCN(c3ccccc3)CN2C(=O)CC1c1ccccc1Cl (stereo unspecified),-7,-1%,-2%,29%,6%,u,u,u,u,3%,-50%
COc1ccc(Cl)cc1NC(=O)CNCC(c1ccccc1)N(C)C (stereo unspecified),-38,2%,-4%,-10%,-2%,-21%,-1%,1%,-7%,-2%,5%
Cc1ccc(NS(=O)(=O)c2ccc3c(c2)oc(=O)n3C)cc1C,-4,-5%[1.84 µM],0%,-12%,20%,-1%,-5%,-4%,u,-6%,x
Cc1cnn(CCC(=O)NNC(=S)Nc2cccc(Cl)c2)c1,4,-2%,-4%,-26%,3%,41%[activator],u,2%,0.35µM*,u,-4%
COC(=O)c1ccc(NC(=O)CCc2c(C)nc3ncnn3c2C)cc1,3,1%,-3%,0%,0%,2%,0%,6%,-15%,-3%,-1%
Cc1nnc(NC(=O)CSc2nnc(Cc3cccn3C)n2-c2cccc(C(F)(F)F)c2)s1,6,2%,-3%,-4%,-4%,-1%,10%,3%,6%,1%,-1%
CCc1cc(C(c2cccc(OC)c2)N2CCOCC2)c(NC(=O)c2ccccc2)s1 (stereo unspecified),-8,0%,2%,0%,7%,0%,-15%,0%,41%,-21%,1%
O=C(Nc1ccccc1)Nc1cnccn1,0,-1%,-6%,3%,-2%,10%,-4%,1%,18%,12%,-11%
Cc1ccc(S(=O)(=O)NCCC(=O)N(C)Cc2cccs2)cc1,4,-2%,-2%,x,-3%,x,x,6%,x,13%,x
C=C(C)CC1Nc2ccccc2NC1CC(=C)C (stereo unspecified),1,0%,0%,16%,-2%,-7%,17%,3%,-13%,20%,19%
N#CCCN1CCn2c1nc1ccccc12,-17,7%,3%,4%,-3%,19%,0%,8%,3%,0%,5%
COc1cc(NS(=O)(=O)c2ccc(NC(C)=O)cc2)nc(OC)n1,0,-6%,-5%,-9%,0%,0%,8%,4%,-10%,10%,3%
Cc1cccc(Nc2ccc(C(=O)N3CCOCC3)cn2)c1,0,u,17%,-4%,-2%,3%,-19%,u,-1%,u,12%
CS(=O)(=O)c1nc(-c2ccco2)cc(C(F)(F)F)n1,x,-42%[inhibitor],-40%[inhibitor],22%,-16%,7%,2.8µM*,-1%,2.5µM*,u,-4%
O=C(CSc1ccc2nnc(-c3cccnc3)n2n1)NCc1ccc2c(c1)OCO2,4,-5%,-3%,-3%,1%,u,3%,-3%,-4%,12%,0%
COc1c(-c2ccc([N+](=O)[O-])cc2[N+](=O)[O-])c(=O)n(C)c(=O)n1C,24,1%[1.84 µM],-1%,u,7%,u,4%,u,-1%,6%,x
O=[N+]([O-])c1cc(S(=O)(=O)C(F)(F)F)ccc1Sc1nc2ccccc2s1,-18,-28%,-14%,6%,-21%,u,6.3µM*,-1%,7.9µM*,19%,-3%
CCCNC(=O)c1ccc2c(=O)c(O)c(-c3ccsc3)[nH]c2c1,x,-22%,-10%,u,6%,x,-4%,2%,-1%,4%,1%
COc1cc(CN2CCN(C(O)(c3ccccc3)c3ccccc3)CC2)cc(OC)c1OC,-75*,-1%,-1%,-6%,-4%,-9%,6%,0%,-36%,-14%,-20%
CCCn1c(=O)c2ccccc2n2c(SCC(=O)c3ccc(CC)cc3)nnc12,6,1%,-6%,-1%,2%,-24%,-5%,1%,2%,-5%,-6%
CCOc1cccc(=O)c2c(C)n(C)c(C)c12,-4,-4%,-4%,u,1%,-1%,-6%,-2%,-30%,-22%,8%
CCN(CCn1cccn1)C(=O)CC1C(=O)NCCN1Cc1ccc(F)c(F)c1 (stereo unspecified),10,1%,-1%,5%,0%,0%,-5%,1%,0%,7%,-1%
CCNc1cc(N2CCN(S(=O)(=O)c3ccc4c(c3)CCCC4)CC2)ccc1[N+](=O)[O-],-7,-5%,-3%,6%,-1%,-16%,-3%,-3%,20%,13%,14%
CC(NC(=O)CSc1nnc(CC(=O)Nc2ccc(Cl)c(Cl)c2)n1C)c1ccccc1 (stereo unspecified),-8,4%,-2%,-3%,2%,3%,2%,0%,-3%,5%,3%
CCC(=O)Nc1ccc2nc(C)n(Cc3ccccc3Cl)c(=O)c2c1,-3,-4%,-2%,-14%,15%,9%,5%,-11%,u,u,-18%
CCOc1cc(/C=N/OC(C)=O)ccc1OCc1ccccc1,0,-3%,0%,7%,15%,7%,2%,-2%,-6%,u,4%
Cc1ccc(-n2c(-c3ccccc3)n[nH]c2=S)cc1,14,-4%,-1%,u,4%,6%,5.6µM*,3%,3.2µM*,-2%,-29%
Clc1ccc(CSc2nnc(-c3ccccn3)n2Cc2ccco2)c(Cl)c1,-21,1%,-1%,17%,-1%,u,u,-8%,u,0%,6%
Cc1ccc(S(=O)(=O)N(C)c2ccccc2)cc1,2,-2%,2%,1%,2%,-2%,3%,5%,3%,-1%,0%
CC(C)CNC(=O)CC(c1ccccc1)c1c(O)ccc2ccccc12 (stereo unspecified),5,0%,3%,13%,11%,0%,-7%,8%,18%,-7%,-1%
C=CCNC(=O)/C(=C\C=C\c1ccccc1)NC(=O)c1ccc(OCCCC)cc1,-3,-3%,1%,5%,7%,16%,1%,u,5%,-3%,-1%
CC(C)C(NC(=O)OCc1ccccc1)C(=O)NC(Cc1ccc(O)cc1)C(=O)O (stereo unspecified),12,-4%,2%,-4%,13%,0%,1%,-2%,4%,-5%,x
Cc1cccc(C(=O)N2CCN(c3ccc([N+](=O)[O-])c(N4CCOCC4)c3)CC2)c1,16,-1%,0%,u,2%,-9%,3%,-8%,10%,u,-9%
COc1ccc(NC(=O)Nc2cc(C)ccc2OC)cc1,-7,-5%,0%,-1%,9%,u,-18%,u,5%,u,-2%
O=C(COC(=O)c1cc[n+]([O-])cc1)Nc1ccccc1Cl,17,-1%,-4%,15%,2%,13%,-2%,3%,-11%,-9%,2%
CC(=O)c1cccc(Nc2cc(C)nc3ccccc23)c1,-5,-1%,u,-14%,-2%,x,0%,5%,-4%,9%,-2%
Cc1ccc(-n2c(SCC(=O)O)nc3c(sc(=S)n3-c3ccc(C)c(C)c3)c2=O)cc1,-3,-2%,0%,3%,-9%,u,-1%,4%,2%,-4%,x
CN1C(=O)/C(=C\c2ccncc2)SC1=Nc1ccccc1,22,3%,1%,6%[11.5 µM],x,-7%,2%,0%,23%,-16%,-14%
O=C(OCC(=O)N1CCc2ccccc21)c1n[nH]c(=O)c2ccccc12,4,-2%,-3%,x,-2%,x,x,u,x,0%,x
Cn1c(=O)cc(OCC(=O)N2CCN(c3ccccc3F)CC2)c2ccccc21,-6,-1%,-1%,-8%,-7%,-8%,5%,-1%&-8%,-6%,u,-5%
N#Cc1ccccc1S(=O)(=O)N1CCN(C(=O)c2cc(=O)[nH]c3ccccc23)CC1,4,2%,0%,x,4%,x,x,-1%,x,0%,x
Cc1ccc(C(=O)NC(=S)Nc2ccc(NC(=O)c3cccs3)cc2)cc1[N+](=O)[O-],-12,-5%,-4%,x,-5%,u,6.3µM*,9%,6.3µM*,u,1%
COCCNc1nnc(SC(C)C(=O)Nc2c(C)n(C)n(-c3ccccc3)c2=O)s1 (stereo unspecified),-8,0%,-3%,-3%,0%,x,1%,7%,-14%,3%,3%
Cc1ccccc1NC(=O)CN1C(=O)COc2ccc(S(=O)(=O)N3CCCC3)cc21,19,-2%,2%,-2%,-1%,17%,-2%,0%,-1%,0%,x
Cc1ccc(NC(=O)CSCCc2ccccn2)nc1,5,11%,5%,-4%,0%,10%,-4%,-9%,14%,23%,-9%
CCC(CC)NC(=O)c1cc(OC)c(OC)cc1[N+](=O)[O-],6,23%,7%,22%,-3%,-4%,-1%,0%,-13%,1%,-5%
